Screening results as filed in PubChem BioAssay.
m-calpain inh – blocks pig calpain II enzyme activity; purified calpain II, fluorogenic peptide substrate, 30 min; inhibition, % at 16 µM; 0.37% of 220,000 active;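 active = inhibition above about 50%, limit read from the data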
Furin inhibitor – human furin inhibition; P09958; purified furin, fluorogenic substrate cleavage; inhibition, % at 30 µM; 0.061% of 220,000 active; in the data active = inhibition above about 25%; also: inactives centre near -15
FXIIa inh 1536 – inhibitors of human coagulation factor XIIa; P00748; purified FXIIa, Boc-QGR-AMC fluorogenic substrate, 2 h; inhibition, % at 5 µM; 0.3% of 220,000 active; AID 800; in the data active = inhibition above about 40%;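 also: 0% = enzyme with no compound and 100% = blank without enzyme; many of its hits are not listed in these tables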
FXIa inh – factor XIa (human) inhibition | P03951 | purified FXIa, Boc-Glu-Ala-Arg-AMC fluorogenic substrate | inhibition, % at 5 µM | 0.14% of 220,000 active;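 active = inhibition of at least 40%; inactive = inhibition below 40%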;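 also: fluorescence of freed AMC excited at 355 nm; 0% = enzyme without compound and 100% = no enzyme blank; many of its hits are not listed in these tables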
Target sequence (P03951 19-387 limits assumed): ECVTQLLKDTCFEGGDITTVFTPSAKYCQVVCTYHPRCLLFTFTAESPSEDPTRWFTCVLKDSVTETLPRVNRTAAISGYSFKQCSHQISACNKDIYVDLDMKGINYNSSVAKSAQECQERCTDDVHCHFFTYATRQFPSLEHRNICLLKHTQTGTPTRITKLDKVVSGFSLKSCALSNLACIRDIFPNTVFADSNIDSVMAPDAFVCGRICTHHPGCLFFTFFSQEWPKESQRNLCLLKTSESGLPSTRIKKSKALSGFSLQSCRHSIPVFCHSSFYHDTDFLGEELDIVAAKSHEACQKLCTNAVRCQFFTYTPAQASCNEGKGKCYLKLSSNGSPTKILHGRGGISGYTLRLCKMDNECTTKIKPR
Target sequence (P03951 388-625 limits assumed): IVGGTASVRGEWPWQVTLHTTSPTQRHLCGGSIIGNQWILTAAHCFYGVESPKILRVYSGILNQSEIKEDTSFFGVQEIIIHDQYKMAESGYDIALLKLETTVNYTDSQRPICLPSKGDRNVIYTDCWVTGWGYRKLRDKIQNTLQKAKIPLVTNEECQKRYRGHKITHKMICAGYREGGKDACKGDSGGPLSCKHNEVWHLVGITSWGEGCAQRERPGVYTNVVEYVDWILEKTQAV
Thrombin inh – blocks human thrombin protease activity | AID 1046 | alpha-thrombin, Boc-VPR-AMC fluorogenic substrate cleavage | P00734 | inhibition, % at 5 µM | 0.26% of 220,000 active;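 active = inhibition at or above 40%; inactive = inhibition below 40%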;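 also: 0% = enzyme with no compound and 100% = wells without enzyme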
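Material: human alpha-thrombin protein. Incubation: reaction at ambient temperature. Technique: fluorescence of released AMC, ex 355 nm, em 460 nm. Control set: no-compound enzyme wells and no-enzyme blanks. Also added: Boc-VPR-AMC substrate, 15 µM final. Buffer or medium: pH 7.5 Tris (50 mM) with NaCl 150 mM, Tween 20 0.05%.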
hK5 inh – kallikrein 5 (human) inhibition; AID 873; recombinant hK5, fluorogenic AMC substrate cleavage; Q9Y337; 0.59% of 210,000 active; inhibition, % at 5 µM;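 active = inhibition of 40% or more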;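 also: 0% = enzyme controls without compound and 100% = no-enzyme blanks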
Rad51 HR inh – blocks human Rad51 in homologous recombination | Q06609 | hRad51 DNA strand exchange, fluorescence dequenching | inhibition, % at 10 µM | 0.085% of 200,000 active;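 active = inhibition above 40% at the single screening dose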;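 also: 0% = DMSO control wells and 100% = blanks with heterologous ssDNA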
Target sequence (Q06609 whole entry, looked up): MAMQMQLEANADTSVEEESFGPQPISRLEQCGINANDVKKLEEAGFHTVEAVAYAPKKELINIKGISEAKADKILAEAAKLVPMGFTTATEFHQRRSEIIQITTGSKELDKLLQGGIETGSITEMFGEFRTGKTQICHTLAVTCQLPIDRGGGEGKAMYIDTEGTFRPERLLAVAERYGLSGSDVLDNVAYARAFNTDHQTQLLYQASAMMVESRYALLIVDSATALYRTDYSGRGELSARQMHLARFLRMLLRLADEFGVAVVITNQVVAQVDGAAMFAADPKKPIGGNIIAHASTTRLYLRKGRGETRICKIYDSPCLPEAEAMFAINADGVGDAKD
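System: human Rad51 nucleoprotein filaments preassembled on unlabelled ssDNA. Reagent: labelled 47-mer dsDNA for strand exchange. Schedule: 30-min compound preincubation and 15-min exchange, both room temperature. Measured by: FRET fluorescence dequenching, excitation 485 nm, emission 520 nm. Read-out: Fluorescence-based percent inhibition, control- and blank-normalised. Benchmarks: plate controls and plate blanks.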
Cl transport mod – modulators of human KCC2 chloride dependent transport. KCC2 cells, thallium flux FluoZin-2 fluorescence. B-score of Tl+ flux slope (higher = more flux/activation; lower = inhibition) at 10 µM. 2.2% of 190,000 active;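 active = thallium flux slope and its plate-corrected score both differing from the plate sample mean at a set confidence after two filtering rounds, in either direction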;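 also: slope of fluorescence scaled to starting intensity during 10 to 20 s after thallium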
PERK inhibitor – blocks human PERK kinase. Q9NZJ5. CHO PERK-DD fusion, SEAP luminescence translation reporter. inhibition, % at 5.6 µM. 0.17% of 220,000 active. AID 1416;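 active = inhibition above the mean inhibition of all tested compounds plus 3 SD, set separately per screening campaign, cut at about 2.9% in these data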;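 also: PERK kinase domain activated by AP20187 dimerizer at 100 nM; 0% = DMSO with dimerizer and 100% = rapamycin at 8.4 µM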
* hit, by the source's call; i = inactive; x = no result given; [ ] = another dose, or the depositor's remark. These rows are one share of the data; count on the stated rates, not on these rows.

The line under a structure holds: m-calpain inh, Furin inhibitor, FXIIa inh 1536, FXIa inh, Thrombin inh, hK5 inh, Rad51 HR inh, Cl transport mod, PERK inhibitor
[1] CCOC(=O)N1CCN(c2nc(N(c3ccccc3)c3ccccc3)nc(-n3ccnc3)n2)CC1
    5, 4, 9, 2, -3, 3, x, 0.36, -0.1
[2] CN(C)Cc1c(C#N)c2ccccc2n1C
    -7, -24, 7, -1, -1, -1, -5, 0.42, 1.4
[3] CC(C)Cn1c(=O)[nH]c(=O)c2c(C(F)(F)F)cc(-c3ccccc3)nc21
    -9, -22, -1, -3, -7, 1, 22, -1.2, 0.8
[4] COc1ccc(C)cc1NC(=O)C(Sc1nnnn1C)c1ccccc1 (stereo unspecified)
    -2, -25, 7, -2, -4, 2, -11, 0.94, -0.1
[5] CCOC(=O)c1c(NC(=O)C2c3ccccc3Oc3ccccc32)sc(C(=O)N(CC)CC)c1C
    -12, -7[20 µM], 8, 3, -2, 3, -2, -0.6, 0.0
[6] CCCCn1c(CCC(=O)O)nc2c1c(=O)[nH]c(=O)n2CCC
    7, -17[20 µM], 2, 0, 3, -6, 1, 0.62, 0.8
[7] Cc1nc(-c2cccc(Br)c2)ccc1C(=O)O
    -18, -12, 8, -2, -3, 0, 7, -0.13, 1.4
[8] CCOC(=O)c1sc(NC(=O)c2ccc(S(=O)(=O)N(C)C)cc2)nc1C
    -19, -16[20 µM], 3, -5, -2, -8, 6, x, 0.3
[9] CCOC(=O)C1C(=O)C=C(c2ccc(C)cc2)CC1c1ccc([N+](=O)[O-])cc1 (stereo unspecified)
    12, 1, -1, -4, -10, 8, 5, -0.25, -1.0
[10] CCOC(=O)CSc1cccc2cccnc12
    -169, -18[20 µM], -14, -6, -1, 9, -9, 15*, 0.9

More structures
The line under a structure holds: m-calpain inh, Furin inhibitor, FXIIa inh 1536, FXIa inh, Thrombin inh, hK5 inh, Rad51 HR inh, Cl transport mod, PERK inhibitor
[11] CNC(=S)Nc1ccc(OCc2ccccc2)cc1
    -6, -27, 9, 0, 0, x, x, -2.9, 1.7
[12] COc1ccc(NC(C)=O)c(C)c1
    -2, -37, 8, 0, 6, -12, 8, -0.014, -0.3
[13] NC(=O)c1ccc(-n2nnnc2Oc2ccccc2C(=O)N2CCOCC2)cc1
    51*, 14[20 µM], 2, -3, -3, -16, x, 0.75, 1.2
[14] COC(=O)c1cccc(NC(=O)CSc2nnc(COc3cccc(C)c3)n2C)c1
    -8, -7, -7, -12, 3, -7, 5, -0.61, 1.6
[15] COC(=O)c1sc(S(=O)(=O)NCc2cccs2)c(C(=O)OC)c1C
    9, -7[20 µM], -3, 6, 3, 4, -2, -0.014, 0.1
[16] CCCC(C)C(=O)NCc1ccc2c(c1)OCO2 (stereo unspecified)
    -9, -20[20 µM], -1, -7, 0, -1, -11, x, -0.3
[17] O=C(CSCc1ccc(Cl)cc1)Nc1nccs1
    -19, -10[20 µM], 7, -15, -1, -8, 9, -0.19, 0.9
[18] COc1ccc(OC)c(NC(=O)c2cnc3n(c2=O)CCS3)c1
    -73, -30, 5, -4, -5, -2, 11, x, -0.7
[19] Clc1ccc(-c2cnc3n2CCC3)cc1
    -5, -18[20 µM], -2, -7, -4, -10, -5, 0.044, 0.5
[20] O=S(=O)(c1ccccc1C(F)(F)F)N1CCN(S(=O)(=O)c2ccccc2C(F)(F)F)CC1
    22, -12[20 µM], -1, -11, -10, -27, 4, -0.0095, 0.1

Next part.
The line under a structure holds: m-calpain inh, Furin inhibitor, FXIIa inh 1536, FXIa inh, Thrombin inh, hK5 inh, Rad51 HR inh, Cl transport mod, PERK inhibitor
[21] CC1CC(C)CN(C(=S)NC2CCCCC2)C1 (stereo unspecified)
    27, -9, 4, 21, -5, -6, 14, 0.55, 0.9
[22] Nc1nonc1C(=O)OCC(=O)c1ccc(Cl)cc1
    13, -8, 5, 0, 0, -2, 3, 0.43, 0.9
[23] COc1ccc(-c2noc(CSc3nc4sc(C)c(C)c4c(=O)n3-c3ccccc3)n2)cc1
    8, -14, 7, 7, -1, -11, 17, -0.046, 0.5
[24] O=c1cc(Nc2ccc3c(c2)OCO3)[nH]c(=O)n1-c1ccc(Br)cc1
    -2, -18[20 µM], 6, -1, -3, 11, 3, -1.1, 0.5
[25] CCN(CC)C(=O)Cn1nnc(-c2ccc(C)o2)n1
    -21, -22, 4, 2, -2, -1, -9, 0.43, 1.0
[26] CN(CCCNC(=O)CSc1cc(=O)n(C)c2cc(Cl)ccc12)Cc1ccccc1
    12, -16, 4, -1, -3, x, -20, 1, 0.7
[27] CCOC(=O)c1nc[nH]c1C
    -5, 0[20 µM], 6, -12, -2, -27, 1, 0.22, -0.6
[28] CC(NS(=O)(=O)c1ccc(Cl)c(Cl)c1)C(=O)OCC(=O)Nc1ccc2c(c1)OCO2 (stereo unspecified)
    0, -19, 7, -9, -4, -8, -8, 0.08, 0.3
[29] CC1CCCCC12NC(=O)N(CC(=O)Nc1sc3c(c1C(N)=O)CCC3)C2=O (stereo unspecified)
    -31, -1[20 µM], 17, -1, 7, -11, x, -0.76, -0.6
[30] O=C(CC1N=C2c3ccccc3N=C(SCc3ccc(F)cc3)N2C1=O)NCc1ccco1 (stereo unspecified)
    -104, -15[20 µM], -8, -11, 0, -11, 2, -0.027, -1.1

Reformatted as tab-separated lines: part of the list above.
no.	molecule	m-calpain inh	Furin inhibitor	FXIIa inh 1536	FXIa inh	Thrombin inh	hK5 inh	Rad51 HR inh	Cl transport mod	PERK inhibitor
22	Nc1nonc1C(=O)OCC(=O)c1ccc(Cl)cc1	13	-8	5	0	0	-2	3	0.43	0.9
23	COc1ccc(-c2noc(CSc3nc4sc(C)c(C)c4c(=O)n3-c3ccccc3)n2)cc1	8	-14	7	7	-1	-11	17	-0.046	0.5

The listing continues.
The line under a structure holds: m-calpain inh, Furin inhibitor, FXIIa inh 1536, FXIa inh, Thrombin inh, hK5 inh, Rad51 HR inh, Cl transport mod, PERK inhibitor
[31] Cn1c(NC(=O)c2ccccc2C(F)(F)F)cc(=O)n(C)c1=O
    -10, -24, -2, -1, -4, -1, 5, x, 1.2
[32] O=C(NC1CCCCC1)c1ccc(COCC(F)(F)F)o1
    -2, -13[20 µM], 3, 2, 2, -1, 4, 2, 1.3
[33] CN(C)/C=C/C(=O)c1nnn(C2CCCCC2)c1NC1CCCCC1
    12, -14, 13, 9, 4, 3, 5, x, -1.5
[34] Cc1cccc(-n2c(SCC(=O)O)nc3sc4c(c3c2=O)CCCC4)c1
    30, -19, 11, 2, 5, -4, 6, -0.096, -0.7
[35] O=C(CN1CCCCC1)NC(=O)NC1CCCC1
    -27, -11, 0, -3, x, -5, -3, -0.023, 0.1
[36] CSc1nnnn1-c1ccc(Cl)cc1
    -5, -9, 2, -1, x, -8, 4, 0.37, -0.1
[37] O=C(NCc1ccc2c(c1)OCO2)C1CCCN1S(=O)(=O)c1ccc(Cl)cc1 (stereo unspecified)
    5, -22, -1, -7, -11, -3, 3, -0.49, -0.4
[38] CS(=O)(=O)N1CCC(C(=O)NCc2ccc(Cl)cc2)CC1
    -3, -22, 10, 2, 1, 2, 13, 1, 2.3
[39] O=C(COC(=O)C1CCN(C(=O)c2ccc(Cl)cc2)CC1)c1ccco1
    -5, -26, 19, 7, -5, -16, 1, 0.39, 0.9
[40] CCS(=O)(=O)NCCCCc1ccccc1
    5, -21[20 µM], 1, -8, -3, 3, -10, -0.83, 0.8

Next part
The line under a structure holds: m-calpain inh, Furin inhibitor, FXIIa inh 1536, FXIa inh, Thrombin inh, hK5 inh, Rad51 HR inh, Cl transport mod, PERK inhibitor
[41] Cn1nnnc1SCc1nc2scc(-c3ccccc3)c2c(=O)[nH]1
    4, -1, 6, -2, -4, -3, 0, x, -0.7
[42] CCN(CC)c1ccc(C=NCCc2ccc(S(N)(=O)=O)cc2)cc1
    -7, -15, -7, -2, -11, -7, 4, 0.48, 0.1
[43] CC(=O)ON1C(C)(C)CC(OC(=O)c2ccccc2)CC1(C)C
    4, -6, 4, -6, -3, -12, 0, -0.45, -1.2
[44] Cn1ncc2cc(NC(=S)NC(=O)c3ccccc3)ccc21
    1, -14[20 µM], 1, 4, 3, 4, -3, 4.2*, 1.7
[45] Cn1c(N)c(C#N)c2c(c1=S)CSC(C)(C)C2
    13, -6, -10, -5, 1, -8, 6, x, 0.4
[46] CCOc1ccc(Br)cc1C(=O)N/N=C/c1ccc([N+](=O)[O-])cc1
    6, -14, 8, -1, -6, -3, 10, 0.91, 0.9
[47] CCOC(=O)Cc1csc(NC(=O)Cc2cccs2)n1
    -35, 0, -2, -3, -6, 2, -1, 0.36, -0.4
[48] CSCCC(NS(=O)(=O)c1ccc(Cl)cc1)C(=O)OCC(=O)N(C(C)C)C(C)C (stereo unspecified)
    -38, -8[20 µM], 11, 4, -2, 4, 0, -0.45, -0.8
[49] O=C(CCS(=O)(=O)c1ccccc1)Nc1nc(-c2cccs2)cs1
    31, -14, 16, 8, 17, 5, 3, -1.8, -0.3
[50] O=C(Cn1cnc2cc([N+](=O)[O-])ccc2c1=O)NCCc1ccc(Cl)cc1
    -33, -25, -8, -6, 2, -22, 9, -1.6, 1.1

(further entries)
The line under a structure holds: m-calpain inh, Furin inhibitor, FXIIa inh 1536, FXIa inh, Thrombin inh, hK5 inh, Rad51 HR inh, Cl transport mod, PERK inhibitor
[51] Cc1cnc(C(=O)OCC(=O)Nc2ccc(C)c(S(=O)(=O)N3CCCCCC3)c2)cn1
    -27, -17, 5, -4, -4, -1, 8, -0.46, 1.6
[52] O=C(NCCC1=CCCCC1)C1CCCN(c2nc3ccccc3o2)C1 (stereo unspecified)
    -3, -13, 0, -5, -3, -3, 0, x, 0.2
[53] O=C(Nc1ccc(Cl)cc1C(F)(F)F)C(Sc1nnc(-c2cccs2)o1)c1ccccc1 (stereo unspecified)
    -2, -15, 17, 9, -1, -6, -7, 0.89, 0.2
[54] Cc1cccc(NC(=O)COC(=O)c2ccc([N+](=O)[O-])o2)c1C
    -48, -25, 7, -11, -16, -6, -10, 0.36, -0.2
[55] COC(=O)Nc1ccc2c(c1)OCO2
    -17, -6[20 µM], 13, 3, -2, -7, 0, -1.8, 0.8
[56] COc1ccc(C(=O)Nc2cc(C)cc(C)c2)cc1S(=O)(=O)N1CCOCC1
    6, -20[20 µM], 0, -6, -4, -3, -2, -0.65, -0.6
[57] CCc1nc(N2CCN(C(=O)c3ccccc3)CC2)c2c3c(sc2n1)CCCC3
    1, -9, 9, 7, -2, 4, -30, -0.9, -0.8
[58] CC[C@]1(O)CC2CN(CCc3c([nH]c4ccccc34)[C@@](C(=O)OC)(c3cc4c(cc3OC)N(C=O)[C@H]3[C@@](O)(C(=O)OC)[C@H](OC(C)=O)[C@]5(CC)C=CCN6CC[C@]43[C@@H]65)C2)C1 (stereo partly specified)
    3, -18, 9, 1, 1, 0, -4, -0.034, x
[59] Cc1ccc(-c2[nH]nc3c2C(C)C(C#N)=C(N)O3)cc1 (stereo unspecified)
    29, -19, 7, 9, 22, 32, -3, 0.22, 0.4
[60] CCOC(=O)/C(=C/c1ccc(N2CCC(c3ccccc3)=N2)cc1)C(C)=O
    -455, -9, 16, 10, 4, 0, x, -0.62, -0.1
[61] N=C1/C(=C\c2coc3ccccc3c2=O)C(=O)N=C2SC(c3ccncc3)=NN12
    -2, -15, 0, -2, -7, -5, i, i, 0.4
